RORgamma inh: blocks mouse ROR gamma transcriptional activity. Potency, µM (series often up to 53.6 µM), inactives show top-dose activity change, negative = inhibition, most hits filed as inhibitors. Drosophila S2 Gal4-RORgamma UAS-luciferase reporter, 20 h. hit rate 5.4% among 310,000; further: potency means the concentration at half of the fitted maximal effect; on the % scale 0 is the no-effect control and ±100 the full control effect; nearly all actives have a fitted effect of over 60% in size
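Stable Schneider cell line, Gal4 DNA-binding domain fused to ROR gamma, UAS-luciferase. Cmpd 1 hr RT → CuSO4 700 uM final → 20 hr RT → luciferase reagent 10 min → luminescence.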
VP16 counter: Gal4-VP16 reporter inhibition counter-screen | Drosophila S2 Gal4-VP16 UAS-luciferase, luminescence, 20 h | Potency, µM (top dose mostly 53.6 µM), for inactives: at the highest dose activity, negative = inhibition, actives largely listed as inhibitors | hit rate 3.5% among 310,000 | AID 2546;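 further: Gal4-VP16 expression switched on by copper sulfate through the metallothionein promoter; potency means the concentration at half of the fitted maximal effect; on the % scale 0 is the no-effect control and ±100 the full control effect; nearly all actives have a fitted effect of over 50% in size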
Tb PFK inh: T. brucei PFK enzyme inhibition | T. brucei PFK, ADP-Glo luminescence | Potency, µM (titrated, usually from 57.5 µM), for inactives: top-dose activity, negative = inhibition, usual class: inhibitors | hit rate 0.17% among 330,000 | O15648;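 further: potency means the concentration at half of the fitted maximal effect; 0% = uninhibited 1x PFK enzyme wells and -100% = no-enzyme wells; nearly all actives have a fitted effect of over 60% in size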
Target sequence (O15648 whole entry, looked up): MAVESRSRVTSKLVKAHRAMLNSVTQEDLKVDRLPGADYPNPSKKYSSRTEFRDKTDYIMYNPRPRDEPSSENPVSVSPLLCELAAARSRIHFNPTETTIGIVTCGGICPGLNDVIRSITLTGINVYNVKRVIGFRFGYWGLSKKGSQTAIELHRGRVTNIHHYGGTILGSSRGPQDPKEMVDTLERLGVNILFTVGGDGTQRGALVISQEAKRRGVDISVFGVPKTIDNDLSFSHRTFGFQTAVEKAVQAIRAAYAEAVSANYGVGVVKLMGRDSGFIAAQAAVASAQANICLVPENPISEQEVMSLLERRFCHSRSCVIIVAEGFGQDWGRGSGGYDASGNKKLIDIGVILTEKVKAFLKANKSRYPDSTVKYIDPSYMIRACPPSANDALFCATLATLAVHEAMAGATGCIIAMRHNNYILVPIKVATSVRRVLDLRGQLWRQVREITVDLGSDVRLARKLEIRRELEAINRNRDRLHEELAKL
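ADP-Glo luminescence quantified ADP after 45 min at room temperature, with 1.25 nM T. brucei PFK, 0.1 mM ATP and 0.5 mM fructose-6-phosphate in pH 8.0 TEA buffer. qHTS titrations up to 57 µM; curves classified by quality.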
KCNH2 3.1 block: inhibitors of human KCNH2 3.1 potassium channel isoform. activity change, % (tested at about 1.8 µM). hit rate 0.95% among 340,000. U2OS KCNH2 3.1, thallium flux FluxOr; active compounds read low;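 active means maximum activity change below -70%; inconclusive means maximum activity change from -70% to -50%; inactive means maximum activity change above -50%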;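 further: thallium influx rate constant from kinetic fluorescence after stimulation buffer; on the % scale 0 is the no-effect control and ±100 the full control effect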
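Thallium flux read-out: FluxOr dye with Red40 quencher in HBSS/HEPES, 45 min at RT. Rate constants from kinetic reads were normalized to positive and negative DMSO controls. Cells: U2OS virally expressing the 3.1 isoform.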
FLuc counter: inhibits or activates purified firefly luciferase, miR-21 counter-screen | P08659 | Potency, µM (titrated, usually from 57.5 µM), for inactives: top-dose activity change, negative = inhibition, actives largely listed as inhibitors | purified FLuc, Km substrates, luminescence inhibition | hit rate 6.9% among 360,000;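 further: potency means the concentration at half of the fitted maximal effect; plate controls were vehicle for no effect and reference inhibitor for full effect; nearly all actives have a fitted effect of over 55% in size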
Target sequence (P08659 whole entry, looked up): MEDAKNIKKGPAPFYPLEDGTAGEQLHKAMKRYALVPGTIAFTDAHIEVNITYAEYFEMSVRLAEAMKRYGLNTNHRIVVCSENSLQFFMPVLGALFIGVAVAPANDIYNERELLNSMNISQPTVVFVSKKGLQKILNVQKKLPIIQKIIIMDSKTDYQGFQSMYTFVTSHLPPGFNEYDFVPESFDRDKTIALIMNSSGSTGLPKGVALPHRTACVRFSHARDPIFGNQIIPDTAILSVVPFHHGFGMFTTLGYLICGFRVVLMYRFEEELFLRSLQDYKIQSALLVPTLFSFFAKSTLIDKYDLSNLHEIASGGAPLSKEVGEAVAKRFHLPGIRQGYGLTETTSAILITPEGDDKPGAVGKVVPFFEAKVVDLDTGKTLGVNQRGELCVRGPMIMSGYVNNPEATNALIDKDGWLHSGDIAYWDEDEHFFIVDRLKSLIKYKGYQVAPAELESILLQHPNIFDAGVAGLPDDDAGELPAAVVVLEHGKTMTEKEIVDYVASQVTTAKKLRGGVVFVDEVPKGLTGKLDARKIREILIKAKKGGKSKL
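Purified P. pyralis luciferase (10nM final) with 10uM D-luciferin and 10uM ATP (Km levels) in 50mM Tris acetate pH 7.5, 10mM Mg acetate, 0.01% Tween-20, 0.05% BSA; qHTS 6-point titration, ~60 µM downward; luminescence read.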
Rab9 prom act: activates the Rab9 promoter | hit rate 2.8% among 320,000 | Huh7 Rab9 promoter-luciferase reporter, luminescence, 24 h | Potency, µM (top dose mostly 9.22 µM), without a hit: at the top dose activation, negative = inhibition, actives largely listed as activators; further: potency means the concentration at half of the fitted maximal effect; % of control where 0% means no effect; nearly all actives have a fitted effect of over 60% in size
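Luminescence from Amplite-detected luciferase (10 minutes, ambient) reports Rab9 promoter activation. Before that, stable Rab9-luciferase Huh7 cells (1500/well, reduced-serum OP-MEM I plus 10% FBS) were exposed to compound for 24 hours at 37C.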
uPA surface inh: cell surface uPA generation inhibition | hit rate 0.31% among 330,000 | AID 540303 | cell surface uPA generation assay, qHTS | Potency, µM (highest dose often 38.3 µM), for the others: at the highest dose activity change, negative = inhibition, hits mostly inhibitors; active means well fitted inhibition curve with a large enough effect; inconclusive means small, poorly fitted or top-dose-only effect; inactive means no such curve, though single readings can be large or run the other way; tested in mouse RAW 264.7 cells; further: potency means the concentration at half of the fitted maximal effect; on the % scale 0 is the no-effect control and ±100 the full control effect; nearly all actives have a fitted effect of over 55% in size
Giardia kill: kills Giardia lamblia; AID 540267; Giardia lamblia trophozoite viability; activity change, % at 7.66 µM, hits read low; hit rate 0.15% among 340,000; in the data active means activity change below about -80%; inconclusive means between about -30% and that limit;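 further: parasites exposed to compound for two days anaerobically before the ATP read; on the % scale 0 is the no-effect control and ±100 the full control effect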
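Giardia trophozoites, 100 cells per well, were exposed to compounds for 48 hrs at 37 deg C under anaerobic conditions; viability was then read as ATP content by bioluminescence after 15-30 min at room temperature.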
ELG1 genotoxic: genotoxicity induction in ELG1-luciferase HEK293T cells. HEK293T ELG1-luciferase reporter, luminescence, 16 h. Potency, µM (top dose mostly 46 µM), without a hit: at the highest dose activity change, positive = activation, hits mostly activators. AID 504466. hit rate 1.3% among 330,000; further: potency means the concentration at half of the fitted maximal effect; % of control where 0% means no effect; nearly all actives have a fitted effect of over 60% in size
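Genotoxicity was scored as increased ELG1-luciferase reporter signal, measured by ONE-Glo luminescence (30 min, room temperature). Compound or vehicle exposure of the HEK293T reporter cells lasted 16 hr at 37°C.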
Coupling enz: counter-screen for Giardia aldolase inhibitors: coupling enzyme system. coupling enzyme system counterscreen, AmpLite Red fluorescence. activity change, negative = inhibition, % at 58.2 µM, hits read low. AID 2472. hit rate 0.67% among 290,000; in the data active means activity change below about -30%; further: on the % scale 0 is the no-effect control and ±100 the full control effect
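Fluorescence at 525 nm excitation and 598 nm emission measured inhibition of the coupled detection system without aldolase. Compounds (at 57.5 uM final) were preincubated 10 min at room temperature with coupling enzyme reagent before a 20 min substrate/AmpLite Red step.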
NPC1 promoter act: activators of NPC1 promoter; Potency, µM (top dose mostly 9.22 µM), for the others: top-dose activation, hits mostly activators; hit rate 2.4% among 320,000; Huh7 NPC1 promoter luciferase reporter, 24 h; AID 485313;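 further: potency means the concentration at half of the fitted maximal effect; % of control where 0% means no effect; nearly all actives have a fitted effect of over 60% in size; reporter is driven by a mutant NPC1 promoter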
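Luminescence from an NPC1 promoter-driven luciferase reporter in stably transfected Huh7 cells was measured after 24 h compound treatment at 37 °C, followed by 10 min ambient incubation with luciferase detection reagent.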
The depositor's hits bear a star; ? = inconclusive; . = not tested or not shown; [ ] = remark or other dose. Unless noted, the call rests on the fitted dose curve; in most records, active means well fitted curve in the direction sought with a large enough effect; inconclusive means small, poorly fitted or top-dose-only effect, or another doubt; inactive means no such curve, though single readings can be large; an effect the other way counts as inactive or inconclusive.

SMILES | RORgamma inh | VP16 counter | Tb PFK inh | KCNH2 3.1 block | FLuc counter | Rab9 prom act | uPA surface inh | Giardia kill | ELG1 genotoxic | Coupling enz | NPC1 promoter act
O=C(CN1C(=O)C2CC=CCC2C1=O)Nc1ccc(S(=O)(=O)N2CCOCC2)cc1 (centres undefined) | -6.4% | 6.5% | 1.1% | 9.2 | -0.6% | -1.6% | -3.3% | -1.3 | 4.4% | 0.1 | 0.9%
CC(=O)Nc1ccc(NC(=O)CN(c2ccccc2Cl)S(C)(=O)=O)cc1 | 15.3% | -14.6% | 0.9% | 13.9 | 0.5% | -2.6% | -1.3% | -1.7 | 0.1% | -1.2 | -1.0%
CCCn1c(SCC(=O)Nc2sc(C)c(C)c2C#N)nnc1C(C)C | 30.2% | -19.7% | 0.0% | 3.3 | -11.9% | 10.5% | 1.2% | 1.5 | -1.2% | -1.4 | -1.6%
O=C(NCC(=O)N1CCCC1)c1ccc(Br)o1 | 7.1% | -4.2% | 3.5% | -5.5 | -0.3% | 5.0% | 2.4% | 29.3 | 1.8% | 0.8 | -0.1%
COc1cc(OC)cc(C(=O)NCC(=O)NC(C)c2ccccc2)c1 (centres undefined) | 8.4% | -19.5% | 0.0% | -0.1 | -0.7% | 1.2% | 4.4% | 11.0 | 1.1% | 1.8 | 1.1%
CC(=O)N(C)Cc1ccc(C(=O)CCl)cc1 | 24.4% | -1.5% | ? | -11.9 | -3.7% | -24.5% | -3.0% | 6.3 | ? | 2.0 | -25.7%
CCOC(=O)CSc1n[nH]c(NC(C)=O)n1 | 1.6% | 2.8% | -0.1% | 17.2 | 0.1% | 2.0% | 12.7% | 28.1 | 1.8% | 0.4 | 2.2%
O=C(O)c1sccc1Oc1ccc(NS(=O)(=O)c2ccccc2)cc1 | 32.1% | -0.9% | 1.8% | -8.8 | -2.5% | -6.2% | 0.0% | -25.3 | 0.0% | 8.7 | -3.3%
Cc1ccc(-n2c(C)cc(C=C(C#N)C#N)c2C)cc1 | 25.0% | -21.0% | -1.2% | -10.0 | 19µM* | 1.1% | 2.4% | -3.6 | -0.4% | 1.4 | 3.3%
CCOc1ccc(N(CC(=O)N/N=C/c2cc(Br)c(C)o2)S(C)(=O)=O)cc1 | -3.5% | 4.0% | 1.1% | 2.7 | -0.7% | -3.8% | -1.9% | -7.0 | -10.8% | 2.9 | -2.5%
CCC1(c2ccc(Cl)cc2)NC(=O)N(CC(=O)NC2CCCC(C)C2C)C1=O (centres undefined) | . | . | 2.3% | 19.1 | 7.3% | -9.1% | -8.2% | -2.0 | -1.6% | . | -0.4%
Cc1cc(C)n2c(Nc3ccc4c(c3)OCCO4)c(-c3ccccc3)nc2n1 | -4.0% | -2.4% | -7.2% | 2.6 | ? | 9.6% | 4.7% | 7.6 | ? | 3.4 | 0.8%
COc1ccc(C(=O)Nc2sc3c(c2C#N)CCN(C(C)=O)C3)cc1 | -17.8% | -10.9% | -4.5% | . | ? | 5.0% | -19.4% | -2.5 | ? | -14.0 | -25.2%
C/C(CC(=O)Nc1ccc(Cl)c(C(F)(F)F)c1)=N\NC(=O)c1ccccc1O | ? | ? | 0.4% | 9.3 | 16.9µM* | -0.6% | -3.1% | -3.7 | -5.8% | 0.7 | 0.6%
COc1ccc(S(=O)(=O)N(CC(=O)N2CCOCC2)Cc2ccccc2)cc1C | -13.5% | -3.7% | 2.6% | 23.1 | 4.6% | -2.1% | . | 3.0 | -7.2% | -0.1 | -0.7%
CC(=O)c1ccc(N(CC(=O)Nc2cc(C)on2)S(=O)(=O)c2ccc(C)cc2)cc1 | . | . | -2.6% | -7.4 | . | . | 3.2% | -11.9 | 3.2% | . | .
Nc1cc(N)nc(SCc2cc(=O)oc3cc4c(cc23)CCC4)n1 | 6.9% | 6.0% | 0.0% | -2.6 | -12.2% | 3.6% | 0.5% | 11.7 | 13.6% | 1.1 | 0.3%
CCNS(=O)(=O)c1ccc(CCC(=O)N2CCOCC2)cc1 | 1.3% | 3.1% | 0.2% | 4.7 | -1.0% | -5.2% | -3.5% | -14.9 | -0.3% | 0.4 | 2.6%
COc1cc(/C=N/Nc2nc3ccccc3[nH]2)cc(Br)c1OCC(=O)N(C)C | ? | ? | 2.0% | 2.6 | 23.9µM* | -4.0% | -8.6% | 2.1 | -9.8% | -1.0 | -6.6%
Cc1cc(=O)[nH]c2c1c(=O)[nH]n2C1CC(C)N(C)CC1C (centres undefined) | -1.7% | 2.4% | -1.2% | -10.5 | 0.2% | 2.9% | 1.1% | -6.5 | -6.2% | -16.7 | -4.2%
COc1ccc(-c2ccc(-c3nc4ccc(C)cn4c3NC3CCCCC3)cc2OC)cc1 | . | . | 0.0% | -14.5 | -1.4% | -6.4% | ? | 8.2 | -8.2% | . | -7.2%
COc1ccc(NC(=O)c2ccccc2C(=O)N2CCCCC2)cc1 | 6.6% | 4.1% | -0.5% | 23.5 | -14.1% | 0.4% | -2.2% | 10.0 | 7.6% | 4.2 | 7.7%
CC(=O)Nc1ccc(NC(=O)c2ccc([N+](=O)[O-])cc2Cl)cc1 | -21.0% | 23.7% | 4.4% | -16.3 | -10.6% | -3.6% | 14.4% | -24.5 | 4.9% | -4.2 | -5.5%
Cc1ccc(C)c(Oc2coc3cc(O)ccc3c2=O)c1 | 39.6% | -1.0% | -0.4% | -5.9 | -3.1% | 0.4%[1.84 µM] | 14.9% | 1.7 | 0.2% | 1.6 | -0.2%
Cc1nnc(SCCC(=O)Nc2nc(-c3ccccc3)ns2)s1 | ? | 16.2% | . | 5.9 | -13.1% | . | 1.5% | -6.5 | . | 4.8 | .
COc1ccc(NC(=S)N(CCC(C)C)C2CCN(C(C)=O)CC2)cc1 | -20.7% | 1.9% | 1.6% | 8.9 | 5.0% | -1.2% | -1.9% | 3.8 | -2.8% | -0.1 | -2.6%
Cc1ccc(C(C(=O)NC2CCCC2)N(C(=O)Cc2cccs2)c2cccc(C)c2C)o1 (centres undefined) | -54.7% | -3.1% | -4.1% | -36.1 | -1.5% | 25.8% | 1.4% | -1.9 | -6.6% | -0.1 | 0.3%
Cc1ccc(C)c(N2CCN(C(=O)C3CCCN(S(=O)(=O)c4cnc[nH]4)C3)CC2)c1 (centres undefined) | -15.4% | -1.2% | 1.4% | -1.8 | 0.1% | -4.5% | -3.0% | 21.8 | -5.1% | 1.1 | -0.1%
CCN(Cc1nc2ccccc2c(=O)[nH]1)C(=O)c1cc2c(s1)CCCCC2 | . | . | -1.5% | -31.5 | ? | -0.9% | 12.4% | ? | 8.7% | . | -1.9%
COc1ccc(C(=O)/C=C/C(=O)N(CC(=O)NCCC(C)C)Cc2cccs2)c(O)c1 | ? | ? | -3.1% | -2.0 | ? | -26.2% | -1.5% | -14.0 | -14.5% | -0.1 | -19.6%
CC(=O)c1ccc(NC(=O)C2CCN(S(=O)(=O)c3cccc4nonc34)CC2)cc1 | 3.2% | 12.7% | 3.8% | -18.3 | 1.5% | -0.2% | 1.2% | 9.0 | -2.4% | -1.9 | -0.3%
O=C(/C=C/c1ccccc1)N/C(=C/c1ccccc1)C(=O)N1CCOCC1 | 26.2% | -0.2% | -4.2% | 3.7 | 5.3% | 3.5% | -0.1% | -19.3 | -2.1% | 0.9 | 1.5%
CC(C)c1cc(C(=O)O)c2cnn(C(C)C)c2n1 | -0.2% | -2.7% | 5.1% | 5.8 | 5.8% | -0.2% | -2.4% | 39.9[activator] | -0.5% | -12.5 | 2.2%
Cc1ccc(NC(=S)Nc2nc(CC(=O)Nc3ccccc3)cs2)cc1 | 1.41µM* | 5.62µM* | 0.1% | 8.2 | ? | 3.5% | . | 13.7 | ? | -0.8 | -2.9%
O=C(CCC(=O)N1CCN(c2cccc(Cl)c2)CC1)N1CCN(c2ccccc2)CC1 | ? | -15.9% | ? | 23.0 | -5.4% | -0.4% | -10.7% | -9.4 | -6.6% | 2.9 | 2.1%
COc1ccc(CN2CC(C(=O)NCC3CCCO3)CC2=O)cc1 (centres undefined) | 0.0% | 2.6% | -2.9% | 11.6 | 3.8% | 0.6% | . | -10.8 | 2.3% | 0.0 | -1.0%
CCCNC(=O)c1cc(C)no1 | -8.9% | 3.4% | 2.5% | 2.7 | 8.4% | -4.1% | -1.9% | 1.4 | 3.4% | 2.0 | 1.0%
O=S(=O)(Nc1ccc(Br)cc1)c1cccc2cccnc12 | 2.5% | 4.8% | 19.3% | 10.1 | 0.1% | -2.8% | 2.5% | 5.6 | -4.1% | -4.7 | -2.9%
O=C(NN1C(=O)/C(=C/c2cccs2)SC1=S)c1ccccc1 | -22.0% | -9.9% | 6.3% | -5.9 | 0.4% | -4.5% | -0.6% | -10.2 | -1.4% | -0.2 | -1.8%

Screens deposited in PubChem BioAssay by National Center for Advancing Translational Sciences (NCATS).
